SARS 3CLpro inh: SARS-CoV 3CLpro protease inhibition. P0C6X7. recombinant SARS-CoV 3CLpro, quenched FRET peptide cleavage. inhibition, % at 6 µM. actives 0.14% (n = 290,000). AID 1706; in the data active means inhibition above about 12%
DUSP3 inh: inhibitors of human VHR1 phosphatase (DUSP3). recombinant VHR phosphatase, pNPP absorbance. inhibition, % at 13.3 µM. actives 0.52% (n = 290,000). AID 1654; in the data active means inhibition above about 50%; further: some compounds called inactive have numbers as strong as hits
TcdB inh: blocks C. difficile toxin B glycohydrolase activity | inhibition, % at 9.99 µM | actives 0.24% (n = 350,000) | TcdB glycohydrolase enzymatic assay, plate reader | AID 652162 | P18177; in the data active means inhibition above about 10%
Anthrax LF inh2: inhibitors of Bacillus anthracis lethal factor protease. P15917. multiplex microsphere protease cleavage assay, LF. inhibition, % at 10 µM. actives 0.12% (n = 360,000); in the data active means inhibition above about 30%; further: plate controls were buffer without enzyme for full effect and enzyme alone for no effect
Y pestis TopoI: Y. pestis Topo-I inhibition via cleavage products | Y. pestis Topo-I cleavage product accumulation, plate reader | activity, % at 10 µM | actives 0.064% (n = 360,000) | AID 504884; in the data active means activity above about 50%, passing the limit was not always enough; further: inactives centre near 2
MazEF act: activators of E. coli MazEF toxin-antitoxin RNase. FAM/BHQ RNA-DNA oligo cleavage fluorescence, 5 h. activation, % at 20 µM. actives 0.32% (n = 350,000). P0AE70; in the data active means activation above about 50%
BH1578 lux ind: induces V. cholerae light production without autoinducers | actives 0.16% (n = 350,000) | activation, % at 18.7 µM | AID 588436 | V. cholerae BH1578 lux reporter, luminescence, 6 h; in the data active means activation mostly above about 9.7%, no sharp cut-off; further: not every result past the cut was called active; inactives centre near 0; reference of the scale not given here
Rv3671c inh: inhibits the M. tuberculosis serine protease Rv3671c; P9WHR9; actives 0.048% (n = 320,000); inhibition, % at 5.96 µM; AID 2606; in the data active means inhibition above about 38%;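 further: extracellular domain of Rv3671c used as enzyme; 0% = enzyme with DMSO and 100% = no enzyme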
PriA SSB inh: blocks PriA binding to SSB C-terminal tail; AlphaScreen SSBct-PriA binding, biotinylated peptide; inhibition, % at 33 µM; actives 0.6% (n = 430,000); AID 1272365; in the data active means inhibition mostly above about 37%, no sharp cut-off; inactive means mostly below about 20%;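 further: plate controls were negative control peptide for no effect and reference peptide for full effect; strong numbers were not always called active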
PfHsp40 rescue: rescue of PfHsp40-mediated yeast toxicity. S. cerevisiae expressing PfHsp40, growth rescue, ATP luminescence. growth rescue, % at 12.5 µM. actives 0.68% (n = 340,000); in the data active means growth rescue above about 28%, passing the limit was not always enough;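 further: yeast W303a lacking pdr1 and pdr3 grown in galactose medium; growth measured after three days at 30 °C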
Numbers without * were called inactive; i = inactive; x = not tested or not shown; & = joins results of further samples.

canonical_smiles | SARS 3CLpro inh | PfHsp40 rescue | Anthrax LF inh2 | PriA SSB inh | Y pestis TopoI | Rv3671c inh | BH1578 lux ind | MazEF act | TcdB inh | DUSP3 inh
Cc1ccc(C(=O)Nc2cnc3ccccc3c2)cc1 | 0 | -1.3 | 1 | -3&-11 | 2 | -10 | 1.5 | 7 | x | 14
CCOC(=O)C1(C)CCCN(C(=O)c2ccccc2OC(F)(F)F)C1 (stereo unspecified) | x | x | 0 | x | -3 | x | -2.5 | x | -1.4 | x
O=C(NCc1cccnc1)c1ccc(S(=O)(=O)N2CCCCC2)cc1 | -3 | 1.4 | -3 | -11 | 1 | -5 | -0.5 | 2 | x | 2
CCCN(CC(=O)Nc1ccccc1OC)C(=O)CCC(=O)c1ccc(OCC)cc1 | x | 1.0 | -7 | -1 | 31 | -6 | i | -4 | 0.5 | x
COc1ccccc1-c1nc(SC)n[nH]1 | 3 | -0.8 | 0 | -1 | -3 | -9 | -0.3 | 1 | 2.5 | 2
Cc1ccccc1-c1cc(C(=O)NCc2cccc(C(F)(F)F)c2)nn1CC1CC(c2cccc([N+](=O)[O-])c2)=NO1 (stereo unspecified) | x | 0.1 | -1 | 2 | 12 | -9 | i | -5 | 1.1 | x
CC(CCc1ccccc1)N(C)CC(O)c1cccc([N+](=O)[O-])c1 (stereo unspecified) | 3 | -0.4 | -1 | -1 | 1 | 6 | -0.4 | 1 | 0.2 | 2
CSc1nc(-c2ccco2)nn1C(=O)c1cccs1 | 2 | -0.5 | -1 | -9 | 3 | 6 | i | -6 | x | 34
CCCc1nc2ccc(NC(=O)c3cccs3)cc2c(=O)n1Cc1ccccc1Cl | 8 | 0.3 | 1 | -2 | 9 | -15 | 0.0 | 1 | 2.0 | 15
CC(=O)Nc1ccccc1C | x | -1.1 | -4 | -10 | -1 | 6 | -0.3 | 8 | 0.5 | x
O=C(CSc1nnc(NC(=O)c2ccco2)s1)Nc1ccc(F)cc1F | 1 | -1.1 | -1 | -6 | 10 | 2 | -0.1 | 2 | 1.1 | -40
COc1cccc(CN2CCN(Cc3nc(C(C)C)cs3)CC2CCO)c1 (stereo unspecified) | 2 | -1.0 | 2 | 3 | 1 | -3 | -0.2 | -2 | 0.7 | 4
CC(c1ccccc1)C1CC(=O)N(c2ccc([N+](=O)[O-])cc2)C1=O (stereo unspecified) | -1 | 0.3 | -6 | -1 | 3 | -3 | -0.5 | 6 | 2.4 | 35
O=C(NC1CCCC1)C(c1cccnc1)N(C(=O)c1csnn1)c1ccccc1Cl (stereo unspecified) | 0 | 0.5 | 0 | 1 | -1 | 1 | -0.2 | 0 | 1.2 | 12
COCCNC(=O)c1ccc2c3n(nc2c1)-c1ccc(C)cc1CO3 | x | 1.9 | -1 | 1 | 1 | -4 | -1.0 | 5 | -0.1 | -8
CCc1nc2cccnc2n1-c1ccc(CC(=O)NC(C)CC)cc1 (stereo unspecified) | -5 | 5.0 | -4 | -1 | -1 | x | i | -3 | 2.2 | 31
O=C(CSCC(=O)NN=Cc1ccccc1)NN=Cc1ccccc1 | x | x | 4 | 16 | 11 | x | -0.7 | -29 | 3.6 | x
O=[N+]([O-])c1cccc(S(=O)(=O)N2CCCCC2)c1 | 7 | -0.8 | -5 | -5 | 3 | -3 | i | 5 | 0.7 | 18
Cc1ccc(C2C3=C(CC(C)(C)CC3=O)Nc3onc(C)c32)cc1 (stereo unspecified) | 15* | 1.3 | -2 | 2 | 7 | -1 | i | 7 | x | -6
CC(=O)N1CCN(CCN=CC2=C(O)CC(c3ccc(Cl)cc3)CC2=O)CC1 (stereo unspecified) | -1 | -1.0 | 2 | -4 | 9 | -4 | -1.0 | 2 | x | 14
Oc1[nH]c2ccccc2c1N=Nc1c(F)c(F)c(C(F)(F)F)c(F)c1F | 0 | -0.8 | -17 | -10 | 16 | -4 | i | -8 | 0.7 | 2
CCc1ccc(Nc2cc(C(=O)NCCCN3CCOCC3)c3ccccc3n2)cc1 | -4 | -0.9 | -1 | -19 | 0 | 5 | -0.2 | 10 | 1.2 | 25
COc1cc2c(cc1OC)C(c1c(O)n(CCc3ccccc3)c(=S)[nH]c1=O)NCC2 (stereo unspecified) | -4 | x | x | 9 | x | -46 | x | -23 | 0.4 | 17
CC1(Cc2cc(Cl)ccc2C(F)(F)F)C(=O)Nc2cc(C(F)(F)F)ccc21 (stereo unspecified) | x | x | -5 | x | 34 | x | -0.4 | x | 0.7 | x

Structural class: the entries above containing a Cl atom (four)
canonical_smiles | SARS 3CLpro inh | PfHsp40 rescue | Anthrax LF inh2 | PriA SSB inh | Y pestis TopoI | Rv3671c inh | BH1578 lux ind | MazEF act | TcdB inh | DUSP3 inh
CCCc1nc2ccc(NC(=O)c3cccs3)cc2c(=O)n1Cc1ccccc1Cl | 8 | 0.3 | 1 | -2 | 9 | -15 | 0.0 | 1 | 2.0 | 15
O=C(NC1CCCC1)C(c1cccnc1)N(C(=O)c1csnn1)c1ccccc1Cl (stereo unspecified) | 0 | 0.5 | 0 | 1 | -1 | 1 | -0.2 | 0 | 1.2 | 12
CC(=O)N1CCN(CCN=CC2=C(O)CC(c3ccc(Cl)cc3)CC2=O)CC1 (stereo unspecified) | -1 | -1.0 | 2 | -4 | 9 | -4 | -1.0 | 2 | x | 14
CC1(Cc2cc(Cl)ccc2C(F)(F)F)C(=O)Nc2cc(C(F)(F)F)ccc21 (stereo unspecified) | x | x | -5 | x | 34 | x | -0.4 | x | 0.7 | x

Carrying on.
canonical_smiles | SARS 3CLpro inh | PfHsp40 rescue | Anthrax LF inh2 | PriA SSB inh | Y pestis TopoI | Rv3671c inh | BH1578 lux ind | MazEF act | TcdB inh | DUSP3 inh
CCOC(=O)N1CCN(C(=O)CSc2nc3c(cnn3-c3ccc(C)cc3)c(=O)[nH]2)CC1 | 2 | 0.0 | -9 | -13&-8 | 5 | 1 | -0.3 | -11 | 0.9 | 7
O=C(CCC(=O)N1CCCC1)Nc1nnc(C(F)(F)F)s1 | 6 | 2.4 | -3 | -8 | -2 | -4 | -1.2 | 7 | x | 8
O=c1c2ccccc2nnn1Cc1ccccn1 | 1 | 1.8 | -6 | -6 | 11 | 3 | -0.4 | 10 | x | 8
O=C(NCCNc1ccc([N+](=O)[O-])cc1)c1ccccc1F | 1 | 0.9 | -4 | 3 | -18 | 5 | i | 1 | -0.7 | 18
CCN(CCCCCCN)c1ccc2c(=O)[nH][nH]c(=O)c2c1 | -5 | 0.1 | 0 | -4 | 7 | 1 | 0.6 | 13 | 1.4 | 4
COc1ccc(N(C(=O)c2snc(C(N)=O)c2N)C(C(=O)NC2CCCC2)c2ccco2)cc1OC (stereo unspecified) | -3 | -0.5 | -5 | 12 | 5 | x | i | 1 | 0.0 | 11
CCOc1ccc(CCNC(=O)CCNC(=O)c2ccc(Br)cc2)cc1OCC | -3 | -0.9 | -2 | -6 | 8 | 5 | -0.8 | -6 | 2.3 | 1
COc1ccccc1C(CNC(=O)c1cccc(NS(=O)(=O)c2ccc(C)c(F)c2)c1)N1CCCC1 (stereo unspecified) | x | 2.0 | 4 | 11 | -15 | -8 | -1.9 | -1 | 0.8 | x

Reformatted as labelled records: 2 of the compounds above
> CCOc1ccc(CCNC(=O)CCNC(=O)c2ccc(Br)cc2)cc1OCC
  SARS 3CLpro inh: -3
  PfHsp40 rescue: -0.9
  Anthrax LF inh2: -2
  PriA SSB inh: -6
  Y pestis TopoI: 8
  Rv3671c inh: 5
  BH1578 lux ind: -0.8
  MazEF act: -6
  TcdB inh: 2.3
  DUSP3 inh: 1

> O=c1c2ccccc2nnn1Cc1ccccn1
  SARS 3CLpro inh: 1
  PfHsp40 rescue: 1.8
  Anthrax LF inh2: -6
  PriA SSB inh: -6
  Y pestis TopoI: 11
  Rv3671c inh: 3
  BH1578 lux ind: -0.4
  MazEF act: 10
  TcdB inh: x
  DUSP3 inh: 8

Next compounds:
canonical_smiles | SARS 3CLpro inh | PfHsp40 rescue | Anthrax LF inh2 | PriA SSB inh | Y pestis TopoI | Rv3671c inh | BH1578 lux ind | MazEF act | TcdB inh | DUSP3 inh
Cc1cc(=O)n2nc(N3CCCC(C(=O)NCCc4ccccc4)C3)sc2n1 (stereo unspecified) | -1 | -0.5 | -2 | -30 | 9 | 15 | -2.1 | 5 | x | -11
O=C(COC(=O)CNC(=O)c1ccc(-c2ccccc2)cc1)NCc1ccco1 | 2 | -0.5 | 3 | -2 | -1 | -3 | i | 2 | 0.3 | 20
Cc1cc(C)cc(C(=O)Nc2c3c(nn2C(C)(C)C)CS(=O)(=O)C3)c1 | -3 | 0.0 | -2 | 4 | -1 | -2 | -0.3 | 1 | 0.7 | 51*
CCOC(=O)/C(C#N)=C/c1c(N2CCN(c3ccccc3)CC2)nc2c(C)cccn2c1=O | 0 | 0.7 | 18 | -3 | 1 | x | i | -4 | 1.5 | -7
CCOC(=O)C1CCCN(C(=O)c2cc(Nc3ccc(OC)c(OC)c3)nc3ccccc23)C1 (stereo unspecified) | -3 | 0.3 | -4 | 27 | 15 | 1 | -0.6 | 10 | x | 27
Cc1ccc2oc(=O)c3cnn(CC(=O)N4CCCCC4C)c3c2c1 (stereo unspecified) | -2 | -1.6 | -9 | -5 | 4 | 2 | -0.6 | -2 | 4.7 | 16
CC(C)c1cccc(OCCCCN(C)C)c1 | 4 | 0.6 | -5 | -11 | -12 | 7 | -0.5 | -1 | -0.1 | -10
O=C(NC(Cc1ccc(F)cc1)C(=O)O)c1ccccc1 (stereo unspecified) | -3 | -0.7 | -1 | -9 | 4 | -2 | 9.5 | 2 | x | 11
COc1ccc(S(=O)(=O)N(Cc2ccccc2)c2ccccc2C(=O)N2CCOCC2)cc1 | 4 | -0.5 | 0 | -9 | 23 | 3 | -0.8 | 22 | -0.8 | 10
COc1ccc(Nc2ncnc3c2cnn3Cc2ccc(C)cc2)cc1 | -1 | 3.4 | -5 | 6 | -1 | 0 | i | 3 | x | 19
Cc1occc1C(=O)O/N=C(\N)c1ccc(Cl)cc1 | -3 | -0.3 | 5 | i | -2 | -1 | i | 2 | 1.6 | 20
CC(=O)c1ccc(NC(=O)C[n+]2cccc(C)c2)cc1 | -1 | -0.9 | 0 | 1 | -17 | 3 | 2.3 | 9 | 1.0 | 12
Cc1cc(C)cc(C(=O)N2CC(C)SC2=Nc2cccc(S(=O)(=O)N(C)C)c2)c1 (stereo unspecified) | -1 | 1.9 | 1 | -5 | 7 | -2 | i | -5 | 1.5 | 47
O=S(=O)(Nc1ccc(N2CCCCC2)cc1)c1ccc(F)cc1 | 3 | x | -10 | 16 | 0 | -4 | -1.2 | 9 | -0.2 | 13
CCCCn1c(CN2CCN(C(=O)c3ccco3)CC2)nc2c1c(=O)n(C)c(=O)n2C | -3 | -0.3 | -10 | -7 | -2 | 1 | i | 10 | 10* | 5
COc1cccc(CN(C)CC(=O)NCc2ccc(F)cc2)c1OC | -3 | -0.5 | 2 | 3 | 11 | -8 | -3.4 | 3 | 1.1 | 2
COC(=O)c1cccc(S(=O)(=O)N2CCC(n3nnc4cc(F)ccc43)CC2)c1 | -1 | 3.2 | -5 | -13 | 1 | -7 | -2.9 | -14 | x | 18

Single records, as listed above:
COc1ccc(Nc2ncnc3c2cnn3Cc2ccc(C)cc2)cc1 across the screens: SARS 3CLpro inh: -1; PfHsp40 rescue: 3.4; Anthrax LF inh2: -5; PriA SSB inh: 6; Y pestis TopoI: -1; Rv3671c inh: 0; BH1578 lux ind: i; MazEF act: 3; TcdB inh: x; DUSP3 inh: 19
COC(=O)c1cccc(S(=O)(=O)N2CCC(n3nnc4cc(F)ccc43)CC2)c1 across the screens: SARS 3CLpro inh: -1; PfHsp40 rescue: 3.2; Anthrax LF inh2: -5; PriA SSB inh: -13; Y pestis TopoI: 1; Rv3671c inh: -7; BH1578 lux ind: -2.9; MazEF act: -14; TcdB inh: x; DUSP3 inh: 18

Screening results: PubChem BioAssay, several laboratories

Only part of the results is shown, so the mix of outcomes need not match the whole.
